A549 tox – kills or reduces viability of A549 cells in Nrf2 counter-screen | A549 ARE-Fluc cells, CellTiter-Fluor viability, 18-24 h | Potency, µM (highest dose often 46 µM), without a hit: at the highest dose activity change, negative = cytotoxicity, actives largely listed as inhibitors | 0.16% of 390,000 active | AID 504648; also: potency is read from the fitted curve at half-maximal effect; % is scaled to controls: 0 for no effect and ±100 for the full control effect
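A549 ARE_Fluc cells in 5% FBS OPTI-MEM were exposed to compounds in concentration-response for 18-24 h at 37 deg C. Viability was read by CellTiter-Fluor fluorescence (Ex 405/Em 525) after 30 min, before the luciferase read.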
TGFb SMAD3 inh – inhibitors of TGF-b signaling; HepG2 CAGA-GFP TGF-b/SMAD3 reporter, GFP fluorescence, 18 h; TGF-beta stimulated, 500 pg/mL final; Potency, µM (titrated, usually from 46.1 µM), for the others: at the top dose activity, negative = inhibition, actives largely listed as inhibitors; 1.2% of 410,000 active; also: potency is read from the fitted curve at half-maximal effect; % is scaled to controls: 0 for no effect and ±100 for the full control effect; nearly all actives have a fitted effect of over 65% in size
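Smad-responsive CAGA-GFP expression was quantified in HEPG2 cells exposed to compounds and 500 pg/mL final TGF-beta for 18 h at 37 degrees C; unstimulated wells defined full inhibition.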
MCF10A rereplic – DNA re-replication induction in MCF 10a cells. MCF 10A DNA re-replication, Hoechst nuclear intensity, 48 h. Potency, µM (series often up to 46.1 µM), for the others: top-dose activity, positive = re-replication, actives largely listed as activators. 2.9% of 350,000 active. AID 624296; also: potency is read from the fitted curve at half-maximal effect; % of control where 0% means no effect; nearly all actives have a fitted effect of over 50% in size
ATXN2 expr inh – inhibitors of ATXN2 expression; HEK-293 ATXN2-luciferase reporter, luminescence, 24 h; Potency, µM (highest dose often 57 µM), for inactives: at the highest dose activity change, negative = inhibition, usual class: inhibitors; 0.72% of 360,000 active; AID 1745845; also: potency is read from the fitted curve at half-maximal effect; % is scaled to controls: 0 for no effect and ±100 for the full control effect; nearly all actives have a fitted effect of over 55% in size
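qHTS (up to 57 uM final) was run with 24 h compound exposure of reporter cells at 37 °C. Each well was multiplexed: SteadyGlo luminescence measured ATXN2-luciferase expression after a fluorogenic Gly-Phe-AFC viability readout (25 uM final).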
HepG2 tox – kills HepG2 cells in TGF-b inhibitor counter-screen; HepG2 CAGA-GFP viability, ATP luminescence, 18 h; AID 588856; Potency, µM (titrated, usually from 46.1 µM), for the others: at the highest dose activity change, negative = cytotoxicity, most hits filed as cytotoxic; 0.76% of 410,000 active; also: potency is read from the fitted curve at half-maximal effect; some results filed as inactive show a strong effect at the top dose
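HepG2 CAGA-GFP cells (1000/well, DMEM with 1% FBS) received compound, then TGF-beta at 500 pg/mL final, and were incubated 18 hours at 37 degrees C. Viability was read by CellTiter-Glo luminescence. Media-only wells were set as complete cell-killing and DMSO as no toxicity.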
S2 tox – viability counter-screen for ATXN expression inhibitors. 0.49% of 400,000 active. Potency, µM (titrated, usually from 56.7 µM), actives largely listed as cytotoxic. S2 cells (HEK-293 line with an ATXN2-luciferase reporter) viability, CellTiter-Fluor protease fluorescence, 24 h; also: potency is read from the fitted curve at half-maximal effect; nearly all actives have a fitted effect of over 40% in size
IL-1B inflam inh – inflammasome signaling inhibition, IL-1 beta readout; THP-1 LPS/ATP IL-1B secretion, AlphaLISA, 16 h; stronger effect = lower value; activity change, % at 57.5 µM; 4.7% of 360,000 active; in the data active = activity change below about -50%; inconclusive = mostly about -30% to -49%; also: % is scaled to controls: 0 for no effect and ±100 for the full control effect
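THP-1 cells pretreated 1 hr with compounds (up to 57.5 uM final), then stimulated with LPS (250 ng/mL final) plus ATP (1.25 mM final); secreted IL-1B measured by AlphaLISA after 16 hr, decreased signal indicating inhibition.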
Nrf2 block – inhibitors of Nrf2 signaling; A549 ARE-Fluc reporter, luciferase luminescence, 18-24 h; Potency, µM (titrated, usually from 46 µM), for the others: at the highest dose activity change, negative = inhibition, most hits filed as inhibitors; 2.1% of 360,000 active; also: potency is read from the fitted curve at half-maximal effect; % is scaled to controls: 0 for no effect and ±100 for the full control effect; nearly all actives have a fitted effect of over 60% in size
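Two sequential reads on A549 ARE_Fluc cells exposed to compound for 18-24 h: a CellTiter-Fluor fluorescence read for viability, then a luciferase luminescence read for Nrf2/ARE activity.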
Nrf2 activator – Nrf2 pathway activation | AREc32 ARE-luciferase reporter (MCF7-derived line), luminescence, 24 h | Potency, µM (doses to about 46.1 µM), for inactives: top-dose activation, most hits filed as activators | 0.31% of 410,000 active | AID 624171; also: potency is read from the fitted curve at half-maximal effect; % of control where 0% means no effect; nearly all actives have a fitted effect of over 65% in size
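Reporter line AREc32 (ARE-Fluc), seeded overnight in OPTI-MEM with 5% FBS; compound pin-transferred, 24 hr at 37 deg C, 5% CO2; luminescent read-out.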
An asterisk follows results filed as active; i = inactive; ? = inconclusive; . = not tested or not shown; [ ] = another dose, or the depositor's remark. Unless noted, calls follow the shape of the dose curve; as a rule, active = well fitted curve in the direction sought with a large enough effect; inconclusive = small, poorly fitted or top-dose-only effect, or another doubt; inactive = no such curve, though single readings can be large; an effect the other way counts as inactive or inconclusive. Not a hit list, and some 8.8% of all compounds hit somewhere here.

SMILES	TGFb SMAD3 inh	MCF10A rereplic	ATXN2 expr inh	A549 tox	S2 tox	HepG2 tox	IL-1B inflam inh	Nrf2 block	Nrf2 activator
Cc1nnc(Sc2c(-c3ccccc3)c3ccc(Cl)cc3[nH]c2=O)s1	-19.1%	?	4.0%	-12.6%	i	-3.2%	?	18.4µM*	-0.8%
O=[N+]([O-])c1ccc2c(c1)CCN2	-18.9%	-3.2%	-0.3%	-2.0%	?	-2.4%	5.4	3.6%	0.3%
COc1ccc(C(=O)Nc2ccc3[nH]ccc3c2)cc1	-9.4%	?	?	-19.7%	i	-33.5%	-16.4	.	-1.9%
O=C(NCCCN1CCOCC1)c1cc(-c2ccc(O)cc2)on1	-4.2%	-1.8%	-14.8%	5.9%	i	-26.0%	44.1	13.5%	5.5%
COc1ccc(-c2ncncc2-c2ccc(OC)c(OC)c2)c(O)c1	-7.6%	-0.8%	-6.5%	1.9%	i	-9.9%	-13.7	?	2.6%
CCOC(=O)CN1N=C(c2ccc(Cl)s2)CSC1=O	2.0%	0.3%	11.0%	4.1%	i	-7.2%	-13.2	2.5%	0.4%
O=S(=O)(Cc1ccccc1)N1CCC(N2CCN(c3ccccc3)CC2)CC1	-2.6%	-5.2%	1.5%	0.3%	i	-2.7%	19.0	5.8%	-0.6%
CCCC(=O)N1CCCC(c2cc(C(=O)NCc3ccc(F)cc3)no2)C1 (stereo unspecified)	23.7%	.	14.4%	.	i	2.7%	-1.1	.	-0.3%
COC(=O)c1ccccc1SC1CC(=O)N(c2ccccc2)C1=O (stereo unspecified)	0.8%	-4.6%	9.9%	-0.6%	i	-9.4%	7.4	4.8%	?
CCOc1ccc(C(=O)NC(C(=O)NCCc2ccc(OC(F)F)cc2)C(C)C)cc1 (stereo unspecified)	1.8%	?	0.1%	-9.5%	i	-10.4%	7.7	-10.5%	-0.1%
CCOC(=O)c1c(NC(=O)COC(=O)c2ccc(S(=O)(=O)C(F)F)cc2)sc(C(=O)N(C)C)c1C	-10.9%	.	.	.	i	-14.7%	-22.0	.	3.6%
CCCn1c(SCC(=O)Nc2ccc(Cl)cc2)n[nH]c1=O	-16.3%	1.9%	-28.9%	-3.7%	i	4.5%	20.8	-14.7%	-0.4%
CCCC(=O)N1CCN(c2ccc(NC(=O)c3ccccc3)cc2)CC1	-3.1%	25.5%	7.5%	-7.6%	i	3.0%	-18.1	12.1%	0.3%
Cc1ccc2ccc(S(=O)(=O)n3nc(C)cc3C)cc2c1	-2.6%	3.6%	-8.3%	1.2%	i	-12.5%	21.2	-8.3%	-0.1%
COc1ccc(NC(=O)CSCC(=O)N2CCCc3ccccc32)cc1	23.3%	0.8%	3.5%	7.8%	i	-8.5%	5.3	6.9%	0.5%
Cc1ccc(S(=O)(=O)c2ncccc2N)cc1	11.8%	-2.0%	.	0.1%	i	2.5%	0.0	-1.2%	0.4%
COc1ccc(C(CC(=O)Nc2ccc(C)cc2)NC(=O)C(F)(F)F)cc1 (stereo unspecified)	-4.3%	1.3%	-21.2%	2.8%	i	1.4%	7.1	1.8%	0.4%
COc1ccccc1C1CC(c2ccc(NS(C)(=O)=O)cc2)=NN1S(=O)(=O)c1ccccc1 (stereo unspecified)	-1.1%	12.6%	3.4%	-9.2%	i	-19.3%	?	-19.3%	0.3%
COc1ccc(C(=O)N2CCCC(c3nc(-c4ccc(OC)c(OC)c4)no3)C2)c(OC)c1 (stereo unspecified)	-20.1%	10.1%	1.2%	-2.7%	i	-76.0%	0.0	-7.1%	5.0%
CCN(CC)CCCN(Cc1cc2cc3c(cc2[nH]c1=O)OCO3)C(=S)Nc1ccccc1	5.5%	?	-7.8%	1.5%	?	-8.8%	-65.4*	22.4%	2.9%
Cc1ccc(N2C(=O)c3[nH]nc(-c4ccc(Cl)cc4)c3C2c2ccc(F)cc2)cc1 (stereo unspecified)	?	.	?	?	.	11.2µM*	.	?	-2.9%
CCOC(=O)c1c(C)c(C#N)c2c3ccccc3ccn12	0.0%	-1.6%	5.9%	-1.4%	i	1.1%	5.0	0.6%	0.5%
COc1ccccc1CNC(=O)c1ccc2nc(CCc3ccccc3)oc2c1	30.7%[activator]	.	.	9.3%	.	-11.7%	.	.	-0.8%
COCCN(C(=O)CC1OC(=O)c2ccccc21)c1c(N)n(Cc2ccccc2)c(=O)[nH]c1=O (stereo unspecified)	0.7%	7.8%	.	-8.7%	?	0.3%	-9.1	6.7%	-0.4%
COc1ccc(S(=O)(=O)NC(=O)C2(C)CCN2C(=O)CC2CCCCC2)cc1OC (stereo unspecified)	-2.4%	.	15.0%	.	i	-4.5%	11.3	.	-0.2%
CCCNC(=O)CSc1ccc(S(=O)(=O)N2CCCCC2)cn1	-4.6%	2.6%	6.9%	-5.7%	i	6.2%	3.0	2.6%	0.2%
O=C1C(Oc2ccccc2)C(c2cccs2)N1Cc1ccc2c(c1)OCO2 (stereo unspecified)	?	?	6.2%	-6.6%	i	-37.3%	-4.5	-20.6%	-0.5%
O=S(=O)(Nc1ccc(C(F)(F)F)cc1)c1cnc[nH]1	0.8%	?	-21.0%	2.6%	i	-6.1%	11.7	-2.0%	-0.1%
CCOc1ccc(S(=O)(=O)N(C)c2ccc(OCC(=O)NCC3CCCO3)cc2)cc1 (stereo unspecified)	-24.5%	1.8%	-9.0%	-5.4%	i	-13.5%	11.8	?	-0.6%
COc1ccc(CCNC(=O)C2CCCN(S(C)(=O)=O)C2)cc1 (stereo unspecified)	-8.9%	-4.0%	-1.7%	9.7%	i	1.0%	32.6	18.8%	0.1%
CC[N+](CC)=N/N=C1\C=CC[N+]([O-])=C1	.	.	17.3%	.	i	.	0.0	.	-1.5%
O=c1[nH]c(SCc2nc3ccccc3c(=O)n2-c2ccccc2C(F)(F)F)nc2ccccc12	-10.5%	?	-14.2%	-12.0%	i	-6.1%	-81.3*	-22.7%	10.3%
COc1ccc(-c2noc(CSc3nnc(CCc4ccccc4)n3-c3ccccc3)n2)cc1OC	-12.7%	?	-22.3%	-13.9%	?	-22.9%	-9.8	?	3.8%
COc1cc2c(cc1OC)C(c1ccc(SC)cc1)CC(=O)N2 (stereo unspecified)	-8.2%	4.61µM*	-1.4%	-1.5%	i	-15.6%	-4.6	-12.3%	4.2%
COc1ccc(-c2nnc3ccc(SCC(=O)Nc4nccs4)nn23)cc1OC	18.1%	1.1%	1.6%	-1.5%	i	7.3%	19.9	8.2%	3.4%
O=C(NCc1cccs1)c1cc(-c2ccccc2)nc2ccccc12	-7.7%	?	5.4%	0.8%	?	-4.1%	12.4	-5.8%	0.7%
Cc1ccc(S(=O)(=O)N2CCCCC2)cc1C(=O)NCCc1ccccc1	5.5%	18.8%	-5.2%	-0.8%	i	-6.5%	-13.4	?	0.3%
O=C(NCc1ccccc1Cl)c1ccc2c(=O)n(CC3CCCO3)c(=S)[nH]c2c1 (stereo unspecified)	10.2%	?	-11.2%	-0.8%	.	-0.9%	?	?	-0.1%
COc1ccc(NC(=O)c2ccc3c(c2)CCN3S(=O)(=O)c2ccc(C)cc2)cc1Cl	5.2%	.	2.9%	-0.2%	i	-14.2%	.	-0.7%	0.0%
Cc1ccc(C(=O)NCCC(=O)NCc2cc(=O)n(C)c(=O)n2C)cc1	8.5%	0.1%	1.5%	5.3%	i	-9.1%	-11.6	4.3%	-1.0%
OCC1(Cc2ccc(Cl)cc2)CCN(Cc2ccc(Oc3ncccn3)cc2)CC1	-1.8%	?	-20.2%	0.6%	i	-25.3%	-89.9*	-6.6%	3.3%
Cc1ccc(C)c(S(=O)(=O)Nc2cc3c4c(c2)CCN4C(=O)CC3)c1	-22.6%	4.8%	6.3%	-1.1%	i	-29.2%	15.1	?	12.5%
COc1ccc([C@@H]2C[C@H](c3ccccc3)Oc3cc(OC)c(OC)c(OC)c32)cc1	?	6.9%	2.1%	15.3%	i	-1.0%	-18.3	-3.6%	4.2%
O=C1N=C(N2CCCC2)S/C1=C\c1ccccc1	-1.6%	16.4%	8.8%	3.9%	i	-3.2%	-5.9	12.3%	6.1%
Cc1ccc(C(C(=O)NC(C)(C)C)N(C(=O)c2csnn2)c2cccc(F)c2)o1 (stereo unspecified)	?	-1.8%	5.4%	23.0%	i	-2.1%	-2.2	13.6%	-0.2%
O=C(CN1CCN(S(=O)(=O)c2ccc(Cl)cc2)CC1)Nc1ccc2c(c1)OCO2	-1.3%	6.3%	3.2%	-19.9%	i	4.3%	-19.4	-21.1%	3.3%
COC(=O)CN(c1ccc(C)cc1)S(=O)(=O)c1ccc2c(c1)n(C)c(=O)c(=O)n2C	?	-0.9%	-0.2%	-4.7%	i	-5.4%	0.0	.	0.1%
O=C(Cc1ccc(Cl)cc1Cl)NC1CCCCCC1	-1.6%	?	1.4%	4.9%	i	-17.1%	-24.3	22.9%	1.1%
N#C/C(=C(/O)CO/N=C/c1ccccc1Cl)c1nc2ccccc2[nH]1	-4.4%	-0.6%	.	-2.6%	?	-2.2%	14.0	3.7%	9.6%

Single records, from the list above. Screens in order: TGFb SMAD3 inh | MCF10A rereplic | ATXN2 expr inh | A549 tox | S2 tox | HepG2 tox | IL-1B inflam inh | Nrf2 block | Nrf2 activator
Entry for N#C/C(=C(/O)CO/N=C/c1ccccc1Cl)c1nc2ccccc2[nH]1 : -4.4% | -0.6% | . | -2.6% | ? | -2.2% | 14.0 | 3.7% | 9.6%
Entry for COC(=O)CN(c1ccc(C)cc1)S(=O)(=O)c1ccc2c(c1)n(C)c(=O)c(=O)n2C : ? | -0.9% | -0.2% | -4.7% | i | -5.4% | 0.0 | . | 0.1%
